From PubChem
TbPYK inhibitor: inhibitors of Trypanosoma brucei pyruvate kinase; Potency, µM (top dose mostly 76.8 µM), for inactives: at the top dose activity, negative = inhibition, most hits filed as inhibitors; AID 624173; 0.12% of 410,000 active; TbPYK enzyme, Kinase-Glo Plus ATP luminescence, 45 min; Q57TT1; further: potency means the concentration at half of the fitted maximal effect; nearly all actives have a fitted effect of over 50% in size
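Screened from lowest to highest concentration, compounds were pinned into TbPYK/substrate mixtures, and ADP (130 uM final) was added. Plates sat at room temperature for 45 min prior to Kinase-Glo Plus detection by luminescence.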
AmpC inh detg: AmpC beta-lactamase inhibition with detergent present; P00811; AmpC hydrolysis of nitrocefin, absorbance 480 nm, 0.01% Triton; Potency, µM (highest dose often 114 µM), without a hit: top-dose activity change, negative = inhibition, usual class: inhibitors; 0.041% of 370,000 active; AID 485294;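 further: potency means the concentration at half of the fitted maximal effect; 0% = no-compound wells and -100% = no-enzyme wells; nearly all actives have a fitted effect of over 25% in size; some results filed as inactive show a strong effect at the top dose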
Target sequence (P00811 whole entry, looked up): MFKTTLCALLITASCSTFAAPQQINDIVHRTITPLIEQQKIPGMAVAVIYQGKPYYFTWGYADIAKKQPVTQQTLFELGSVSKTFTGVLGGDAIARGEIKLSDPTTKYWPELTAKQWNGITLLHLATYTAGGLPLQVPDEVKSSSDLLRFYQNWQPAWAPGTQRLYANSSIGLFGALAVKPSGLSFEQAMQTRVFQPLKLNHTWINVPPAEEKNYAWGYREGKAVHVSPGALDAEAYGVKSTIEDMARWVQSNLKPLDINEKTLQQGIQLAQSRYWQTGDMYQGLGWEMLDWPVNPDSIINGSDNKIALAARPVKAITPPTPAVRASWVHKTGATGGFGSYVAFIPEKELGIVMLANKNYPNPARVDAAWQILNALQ
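AmpC (5.3 nM in the dispensed reagent) in 20 mM phosphate pH 7.0 with 0.01% (detergent screen) or 0.0001% Triton X-100 was preincubated with compounds for 15 min at room temperature. Nitrocefin was then added from an 800 uM solution, and hydrolysis was followed at 480 nm.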
HCMV inh: inhibitors of human cytomegalovirus | HFF cells, HCMV-luciferase reporter, 72 h; active compounds read low | 4.5% of 410,000 active | activity change, negative = inhibition, % at 57.5 µM; in the data active means activity change below about -60%; inconclusive means no clear call, values can overlap the other calls; inactive means above about -39%
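Inhibition of viral replication was scored as loss of reporter luminescence in HFFs infected with HCMV-luciferase (MOI 1 PFU/cell) for 72 h; compounds tested at 2 doses, normalized to buffer and Salinomycin controls.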
Sm TGR inh: blocks Schistosoma mansoni thioredoxin glutathione reductase | AID 485364 | purified TGR, DTNB reduction, TNB absorbance 405 nm | 3% of 360,000 active | Q962Y6 | Potency, µM (series often up to 114 µM), without a hit: at the highest dose activity change, negative = inhibition, usual class: inhibitors; further: potency means the concentration at half of the fitted maximal effect; nearly all actives have a fitted effect of over 60% in size
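Kinetic colorimetric format: TGR-catalysed, NADPH-driven DTNB reduction monitored via TNB absorbance. Enzyme dispensed at 20 nM; compound exposure 15 min at room temperature before reaction start.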
AMA1 RON2 block: AMA1-RON2 (P. falciparum) interaction inhibition | AID 720542 | 0.2% of 360,000 active | AlphaScreen AMA1-biotinylated RON2 peptide binding | Potency, µM (titrated, usually from 58.2 µM), for inactives: at the top dose activity change, negative = inhibition, actives largely listed as inhibitors;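 further: potency means the concentration at half of the fitted maximal effect; 0% = vehicle wells and -100% = peptide control; nearly all actives have a fitted effect of over 45% in size; some results filed as inactive show a strong effect at the top dose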
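AMA1 (3D7) with his tag at 25 nM final met compounds first, then biotinylated RON2 peptide at 25 nM; detection used donor plus acceptor beads, 10 µg/mL apiece, read by AlphaScreen after 30 min at room temperature.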
AmpC no deterg: blocks E. coli AmpC beta-lactamase in detergent-free assay | 0.52% of 330,000 active | AmpC nitrocefin hydrolysis, absorbance 480 nm, 0.0001% Triton | P00811 | Potency, µM (series often up to 57.1 µM), for inactives: at the top dose activity change, negative = inhibition, actives largely listed as inhibitors | AID 485341;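 further: potency means the concentration at half of the fitted maximal effect; plate controls were no compound for no effect and no enzyme for full effect; nearly all actives have a fitted effect of over 20% in size; some results filed as inactive show a strong effect at the top dose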
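AmpC (5.3 nM in the dispensed reagent) in 20 mM phosphate pH 7.0 with 0.01% (detergent screen) or 0.0001% Triton X-100 was preincubated with compounds for 15 min at room temperature. Nitrocefin was then added from an 800 uM solution, and hydrolysis was followed at 480 nm.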
LmPK inh: blocks Leishmania mexicana pyruvate kinase activity | purified LmPK, Kinase-Glo ATP luminescence, 1 h | Potency, µM (highest dose often 57.5 µM), without a hit: at the top dose activity change, negative = inhibition, actives largely listed as inhibitors | 0.37% of 290,000 active | AID 1721; further: potency means the concentration at half of the fitted maximal effect
Target sequence (Q27686 whole entry, looked up): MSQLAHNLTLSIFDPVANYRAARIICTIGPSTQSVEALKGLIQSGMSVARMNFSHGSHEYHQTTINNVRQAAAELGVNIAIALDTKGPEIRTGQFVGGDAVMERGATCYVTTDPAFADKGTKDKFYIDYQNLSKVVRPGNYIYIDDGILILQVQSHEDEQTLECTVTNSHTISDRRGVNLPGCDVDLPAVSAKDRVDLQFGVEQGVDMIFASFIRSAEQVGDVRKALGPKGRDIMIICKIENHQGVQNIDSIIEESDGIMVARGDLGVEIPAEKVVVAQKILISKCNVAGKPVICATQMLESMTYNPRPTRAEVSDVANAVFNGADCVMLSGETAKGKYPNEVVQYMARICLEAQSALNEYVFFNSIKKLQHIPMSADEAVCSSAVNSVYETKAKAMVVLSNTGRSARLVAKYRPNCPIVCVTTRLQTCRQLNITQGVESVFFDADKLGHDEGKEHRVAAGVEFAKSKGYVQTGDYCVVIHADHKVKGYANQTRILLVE
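Purified LmPK (0.1 nM) converted ADP (0.1 mM) to ATP with PEP (0.5 mM) in imidazole buffer pH 7.2 with KCl and MgCl2, 1 h at room temperature. ATP was read by Kinase-Glo luminescence; data normalized to uninhibited and no-enzyme controls.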
An asterisk follows results filed as active; ? = inconclusive; . = no result given; [ ] = remark or other dose. Unless noted, the call rests on the fitted dose curve; in most records, active means well fitted curve in the direction sought with a large enough effect; inconclusive means small, poorly fitted or top-dose-only effect, or another doubt; inactive means no such curve, though single readings can be large; an effect the other way counts as inactive or inconclusive. Unless noted, on the % scale 0 is the no-effect control and ±100 the full control effect.

The line under a structure holds: TbPYK inhibitor	AmpC inh detg	HCMV inh	Sm TGR inh	AMA1 RON2 block	AmpC no deterg	LmPK inh
CCN(CC)C(=O)Cn1cc(C(=O)C(=O)Nc2ccc3c(c2)OCO3)c2ccccc21
    -8%	.	11	.	-11%	.	.
Cc1nnsc1-c1nnc(SCC(=O)c2ccc(F)cc2)n1C1CC1
    -2%	-14%	-29	8%	-21%	-9%	0%
COc1cc(-c2nc3c4ccccc4nc(=S)n3[nH]2)cc(OC)c1OC
    -13%	?	101	3%	97%[activator]	-43%	-7%
CC(C)NC(=S)N/N=C1\CCCCC1C1CCCCC1 (stereo not given)
    6%	-2%	13	1%	-7%	-56%	9%
CC(C)(C)NC(=O)CN(C(=O)C(=O)Nc1ccc2c(c1)OCCO2)C1CCCC1
    4%	-11%	8	-3%	9%	-4%	10%
COc1ccc(CN(C)C[C@@H]2OCc3cnnn3CCCC(=O)N([C@H](C)CO)C[C@H]2C)cc1
    -5%	.	10	.	-4%	.	.
COc1ccc(S(=O)(=O)N2CCN(C(=O)NC3CCCCC3)CC2)cc1OC
    -2%	-5%	-11	-21%	-2%	-1%	1%
CN(C(=S)NC(=O)CCCOc1ccc(Cl)cc1Cl)c1ccccc1
    -23%	5%	-13	-5%	26%	16%	7%
CCc1ccc(/C=C2\SC(=S)N(CCCC(=O)N3CCN(C)CC3)C2=O)cc1
    -5%	.	-101*	.	?	.	.
CCN(CC)S(=O)(=O)c1ccc(N(C)C)c(NC(=O)C2CCCC2)c1
    1%	1%	0	5%	-20%	-1%	2%
CCOC(=O)C1=C(COC(=O)c2cccc(NC(C)=O)c2)NC(=O)NC1C (stereo not given)
    2%	5%	-16	19%	5%	19%	.
CC1=Nc2cc(C(=O)NCCCN3CCN(C)CC3)ccc2Sc2ccc(C)cc21
    -9%	-9%	-24	-6%	-12%	113%[activator]	0%
COc1ccc(NC(=O)C2C3C=CC(C3)C2C(=O)O)cc1 (stereo not given)
    2%	5%	20	-17%	-15%	-6%	-2%
CC(C)C[C@H](NC(=O)N1CCCCCC1)C(=O)O
    -7%	1%	-16	-5%	8%	-17%	-8%
CCn1c(=O)c2sccc2n2c(CCC(=O)N3CCN(c4ccc(C(C)=O)cc4)CC3)nnc12
    -6%	4%	13	-1%	.	.	.
CSc1ncc(C(=O)Nc2cccc(C)c2C)c(C)n1
    -8%	-3%	-39	-3%	-6%	-10%	-1%
CC1=CC(C)(C)Nc2ccc(Cc3ccc4c(c3)C(C)=CC(C)(C)N4)cc21
    -8%	13%	-20	4µM*	16µM*	-29%	2%
CCOc1ccc(C2c3[nH]c4ccccc4c3CCN2C(=O)CCC2CCCC2)cc1 (stereo not given)
    -1%	25%	-80*	9%	.	.	.
COc1cc(S(=O)(=O)N2CCC(C(N)=O)CC2)c(C)cc1C
    1%	-11%	-9	-15%	-5%	-11%	-1%
Cc1ccc(C(=O)N2CCN(c3ccc(NC(=O)Cc4ccccc4)cc3)CC2)cc1
    11%	-11%	?	-9%	-14%	11%	2%
NNC(=O)c1ccc(Oc2cc(Cl)cc(Cl)c2)o1
    8%	-5%	10	3%	73%[activator]	-5%	4%
COc1ccccc1CC(=O)Nc1cccc(C(=O)Nc2nccs2)c1
    1%	-5%	-13	8%	15%	-24%	1%
COCCOC(=O)C1=C(C)OC(N)=C(C#N)C1c1ccc2c(c1)OCO2 (stereo not given)
    -4%	2%	34	-26%	-7%	-3%	7%
Cc1ccc(NC(=O)CCN2C(=O)NC3(CCCC3)C2=O)cc1
    -2%	-1%	2	-2%	6%	-6%	.
Cc1ccn2c(C(=O)NN=C3CCCCCCC3)c(C)nc2c1
    -4%	0%	-16	.	11%	-1%	0%
COc1ccccc1C(=O)N1c2ccccc2C(C)(c2ccc(Cl)cc2)CC1(C)C (stereo not given)
    5%	2%	-72*	-9%	.	.	.
CCOCCCNC(=O)c1cc(C)nn1-c1ccccc1
    3%	?	-5	-7%	6%	3.2µM*	-2%
O=C(CCNS(=O)(=O)c1ccc(Cl)cc1)OCC(=O)N1CCN(C(=O)c2ccco2)CC1
    -7%	-20%	18	-17%	-3%	-1%	.
O=C(CSc1oc(-c2ccco2)nc1S(=O)(=O)c1ccc(Cl)cc1)Nc1ccc(F)cc1
    -1%	7%	0	?	.	.	.
CCC(C(=O)NCc1ccccc1)n1nc(C)c2sc3ccccc3c2c1=O (stereo not given)
    3%	19%	-5	4%	.	.	.
Cc1cnc(C(=O)OCC(=O)c2c(N)n(CC(C)C)c(=O)n(C)c2=O)cn1
    -1%	?	-21	-4%	9%	21%	.
Cc1ccn2c(NC(C)(C)C)c(-c3cccs3)nc2c1
    0%	3%	-37	.	-11%	-15%	-2%
Cc1ccc(NC(=O)CSc2nnc(-c3ccc(S(=O)(=O)N4CCCC4)cc3)o2)cc1C
    -11%	-12%	41	0%	36%[activator]	-21%	3%
CN(Cc1ccco1)C(=O)Cn1ncc2c([nH]c3ccccc32)c1=O
    4%	-13%	2	-11%	0%	-11%	1%
CCc1cccc2c(/C=N/NC(=O)c3cccc(S(=O)(=O)Nc4ccccc4Cl)c3)c[nH]c12
    -1%	-8%	-28	2%	30%[activator]	-21%	3%
C=C(C)Cn1c(SCC(=O)N/N=C/c2ccccc2OCC(=O)O)nnc1-c1ccc(Br)cc1
    4%	-6%	0	-7%	20%	6%	4%
CCOC(=O)Cc1csc(NC(=S)NC(=O)c2ccccc2Br)n1
    -6%	1%	-11	-3%	38%[activator]	-23%	-17%
COC(=O)c1sccc1NC(=O)c1ccccc1F
    4%	?	-8	-1%	1%	-21%	-3%
CCc1ccccc1NC(=O)C1CCCN(C(=O)c2cnn(-c3ccccc3)c2-n2cccc2)C1 (stereo not given)
    -7%	10%	0	3%	.	.	.
COc1ccc(C(=O)Nc2cc(C)nn2-c2cccc(F)c2)cc1
    0%	-6%	-35	-5%	-8%	-13%	-9%
COc1nc(NC(C)(C)C)nc(Oc2ccc(=O)n(C)n2)n1
    1%	-8%	-9	0%	-2%	3%	-1%
CCn1c(=O)sc2cc(NC(=O)c3cccc(OC)c3)ccc21
    0%	11%	-12	-1%	.	.	.
COC(=O)c1csc(S(=O)(=O)N2CCOCC2)c1OC
    3%	-9%	-3	1%	-1%	-10%	1%
O=S(=O)(NCCSc1ccc(Cl)cc1)c1ccc2c(c1)OCCO2
    -6%	-5%	-32	0%	5%	-32%	3%
COC(=O)c1ccc(N2C(=O)Cc3cc(OC)c(OC)cc3C2c2ccc(F)cc2)cc1 (stereo not given)
    -10%	4%	12	4%	.	.	.
Cc1ccc2c(c1)C1CN(C)CCC1N2C(=O)Cn1nnc(-c2ccccc2F)n1 (stereo not given)
    -9%	?	-17	-2%	22%	25%	5%
O=C(Nc1ccc(Cl)cc1C(=O)O)c1ccc2c(c1)C(=O)N(Cc1ccco1)C2=O
    1%	-13%	-16	50µM*	-15%	-17%	4%
O=S(=O)(c1ccc2c(c1)N(Cc1ccc(Cl)cc1)C1CCCN21)N1CCOCC1 (stereo not given)
    -10%	6%	6	?	-2%	3%	3%
CCN(CC)S(=O)(=O)c1ccc(N2CCCC2)c(C(=O)OCC(=O)N2CCCC2)c1
    -1%	-15%	4	-5%	-3%	68%[activator]	4%
CCCN1C(=O)C2C(C(=O)Nc3cccc(OC)c3)C3C=CC2(O3)C1C(=O)NC1CCCCC1 (stereo not given)
    4%	0%	27	?	12%	-13%	3%
O=C(c1cccs1)N1CCN(S(=O)(=O)N2CCCCC2)CC1
    -2%	-8%	16	9%	1%	-23%	-8%
COc1ccc(-c2nc3sc(CCNC(=O)C(=O)Nc4cc(C)cc(C)c4)c(C)n3n2)cc1
    3%	-1%	38	2%	.	.	.
CCOCc1nc(N)nc(N)c1-c1cccc(Cl)c1
    -4%	.	-8	.	14%	.	.
COC(=O)c1ccccc1NC(=O)Cn1ccnc1
    0%	-1%	2	2%	1%	0%	5%
CC(=O)c1ccc(N2CCN(S(=O)(=O)c3cc(-c4noc(C)n4)ccc3C)CC2)cc1
    -1%	-1%	5	2%	.	.	.
O=C(Nc1cc2ccccc2oc1=O)C1CCCCC1
    3%	?	70	33%	-2%	-29%	0%
CCOC(=O)N1CCN(C(=O)c2ccc3nc4ccsc4c(=O)n3c2)CC1
    -4%	-8%	39	0%	3%	0%	-2%
COCCCNCCOc1ccccc1-c1ccccc1
    0%	-12%	26	-10%	15%	5%	-5%
Fc1ccccc1Nc1nc(NCc2ccco2)nc(N2CCOCC2)n1
    -5%	5%	16	.	-11%	0%	-3%
CC(C)N(C(=S)NC1CCCCC1)c1ccccc1
    .	-3%	.	15%	.	-14%	3%

(listing goes on)
The line under a structure holds: TbPYK inhibitor	AmpC inh detg	HCMV inh	Sm TGR inh	AMA1 RON2 block	AmpC no deterg	LmPK inh
c1ccc2cc(Cn3ccnc3)ccc2c1
    -1%	2%	-11	-16%	3%	-5%	0%
C/C(=N/NS(=O)(=O)c1ccc(Cl)cc1)c1cccc(NC(=O)c2ccncc2)c1
    -3%	5%	11	-3%	6%	-14%	-9%
CCOc1ccc(C(=O)OCC(=O)Nc2ccc3c(c2)OCCO3)cc1OC
    3%	5%	2	-2%	-2%	-6%	.
O=C(c1ccc(Cn2c(=S)[nH]c3cc4c(cc3c2=O)OCO4)cc1)N1CCN(c2ccccc2)CC1
    -5%	1%	-36	-1%	51%[activator]	-31%	1%
CC(C)C1C(=O)Nc2ccc(S(=O)(=O)NCc3ccc(Cl)cc3)cc21 (stereo not given)
    -2%	27%	-23	3%	.	.	.
COc1ccc2nc(NC(=O)c3ccc(S(=O)(=O)N4CCCC(C)C4)cc3)sc2c1 (stereo not given)
    -3%	9%	10	8%	.	.	.
CC(CN1CCCCC1)OC(=O)c1ccccc1F (stereo not given)
    0%	?	-10	1%	8%	-22%	0%

Part of the list above, in markdown:
| canonical_smiles | TbPYK inhibitor | AmpC inh detg | HCMV inh | Sm TGR inh | AMA1 RON2 block | AmpC no deterg | LmPK inh |
| --- | --- | --- | --- | --- | --- | --- | --- |
| C/C(=N/NS(=O)(=O)c1ccc(Cl)cc1)c1cccc(NC(=O)c2ccncc2)c1 | -3% | 5% | 11 | -3% | 6% | -14% | -9% |
| CCOc1ccc(C(=O)OCC(=O)Nc2ccc3c(c2)OCCO3)cc1OC | 3% | 5% | 2 | -2% | -2% | -6% | . |
| O=C(c1ccc(Cn2c(=S)[nH]c3cc4c(cc3c2=O)OCO4)cc1)N1CCN(c2ccccc2)CC1 | -5% | 1% | -36 | -1% | 51%[activator] | -31% | 1% |
